NPYLR7 ag = mosquito NPYLR7 agonism | HEK293T NPYLR7/Galpha15, GCaMP6s calcium fluorescence | activation, % at 10 µM | 270,000 tested, 0.15% active | AID 1259423; in the data active means activation above about 40%;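 further: 0% = vehicle and 100% = reference agonist at the receptor; some compounds past the cut are filed as inactive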
mcGAS inh = mouse cGAS inhibition by luminescence; Q8C6L5; recombinant cGAS, Kinase-Glo ATP depletion luminescence; inhibition, % at 12.5 µM; 160,000 tested, 0.15% active; AID 1259399;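 further: 0% = negative control wells and 100% = reference inhibitor with no enzyme activity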
hcGAS lum = human cGAS inhibition; AID 1259398; inhibition, % at 12.5 µM; recombinant h-cGAS, ATP depletion, Kinase-Glo luminescence; 290,000 tested, 0.081% active; Q8N884;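 further: 0% = vehicle reaction and 100% = reaction without DNA for no activity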
Target sequence (Q8N884 whole entry, looked up): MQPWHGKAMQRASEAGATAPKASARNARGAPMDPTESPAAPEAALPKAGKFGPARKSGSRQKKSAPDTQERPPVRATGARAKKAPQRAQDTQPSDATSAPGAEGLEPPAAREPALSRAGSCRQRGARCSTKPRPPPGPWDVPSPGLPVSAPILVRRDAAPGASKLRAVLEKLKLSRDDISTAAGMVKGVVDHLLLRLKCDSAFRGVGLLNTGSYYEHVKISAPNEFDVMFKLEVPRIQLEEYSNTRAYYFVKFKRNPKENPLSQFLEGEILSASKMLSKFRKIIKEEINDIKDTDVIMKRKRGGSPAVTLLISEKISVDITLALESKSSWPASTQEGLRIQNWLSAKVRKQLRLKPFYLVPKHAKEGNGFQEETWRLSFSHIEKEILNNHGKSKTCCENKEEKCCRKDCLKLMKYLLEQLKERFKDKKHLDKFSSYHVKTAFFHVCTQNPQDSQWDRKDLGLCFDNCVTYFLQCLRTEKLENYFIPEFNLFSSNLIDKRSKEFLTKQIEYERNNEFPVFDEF
* marks the source's active call; other numbers are inactive results; nt = not tested or not shown; & = joins results of further samples. Unless noted, no stated cut-off is given here; in the data, active means inhibition above about 40%; inactive means the rest. Rows were taken by chance. Share with any hit: about 0.27%.

Preview:
SMILES | NPYLR7 ag | mcGAS inh | hcGAS lum
O=C(NC(C(=O)N1CCCC1)C1CCN(C(=O)Cc2ccccc2)CC1)C1CC1 (stereo unspecified) | 10 | -5 | -5
Cn1cc(C(=O)N=Nc2c(O)[nH]c3ccccc23)ccc1=O | -1 | -6 | -4
Cc1ccc(CCn2cc(C3CC=CCC3)nn2)cc1C (stereo unspecified) | 6 | nt | -2
CCOC(=O)CNC(=O)CSc1ncnc2c1nnn2-c1ccc(OC)cc1 | 16 | -4 | -4
COc1ccc2nc(NNC(=O)c3ccc(S(=O)(=O)N4CCc5ccccc5C4)cc3)sc2c1 | -1 | -9 | -6

Results, from the first entry:
SMILES | NPYLR7 ag | mcGAS inh | hcGAS lum
O=C(NC(C(=O)N1CCCC1)C1CCN(C(=O)Cc2ccccc2)CC1)C1CC1 (stereo unspecified) | 10 | -5 | -5
Cn1cc(C(=O)N=Nc2c(O)[nH]c3ccccc23)ccc1=O | -1 | -6 | -4
Cc1ccc(CCn2cc(C3CC=CCC3)nn2)cc1C (stereo unspecified) | 6 | nt | -2
CCOC(=O)CNC(=O)CSc1ncnc2c1nnn2-c1ccc(OC)cc1 | 16 | -4 | -4
COc1ccc2nc(NNC(=O)c3ccc(S(=O)(=O)N4CCc5ccccc5C4)cc3)sc2c1 | -1 | -9 | -6
CCCC1CC(=O)C2C(=Nc3nnnn3C2c2ccc(Cl)cc2)C1 (stereo unspecified) | 1&4 | -6 | -12&-9
CCCCCNC(=O)N1CC2C3CCC(C3)C21 (stereo unspecified) | 2 | nt | -8
Fc1ccc(Nc2nc(-c3ccccc3Cl)nc3ccccc23)cc1 | -3 | -2 | -2
CCOc1ccc(-c2ccc(=O)n(CCNC(=O)c3ccccc3)n2)cc1 | -3 | -9 | -7
Cc1cc(C)c(NC(=O)CNC(=O)CCl)c(C)c1 | -8 | 4 | -2
CC1(C(=O)NS(=O)(=O)c2ccc(C#N)cc2)CCN1C(=O)Cc1cccs1 (stereo unspecified) | 12 | nt | -7
CS(=O)(=O)c1ccc(Nc2nc(C(=O)NCc3ccccn3)cs2)cc1 | 11 | nt | -6
Cc1ccc(F)cc1NC(=O)C(C)Oc1ccc(C#N)cc1 (stereo unspecified) | 12 | nt | -5
CC1CN(c2ccc(/C=C(\C#N)c3nc4ccccc4s3)o2)CC(C)O1 (stereo unspecified) | 5 | nt | -8
CCC(CC)NC(=O)C1CCN(C2=NS(=O)(=O)c3ccccc32)CC1 | -8 | nt | 2
CC(C)(C)NC(=O)NC(=O)Cn1cc(C(F)(F)F)cc(Cl)c1=O | 5 | -5 | -6
COc1ccc(-n2c(=O)[nH]c3c(C(N)=O)nc(-c4cccc(O)c4)nc32)c(OC)c1 | -3 | 1 | -5
Cc1cc(C=O)c(C)n1-c1ccc(F)cc1F | -3 | nt | -12
CC(=O)Nc1cccc2c1c(Sc1ccc(Cl)cc1)c(C)n2CC(=O)O | -3 | -7 | -3
CCOC(=O)c1cc(-c2cccc(NC(=O)c3cccc(C#N)c3)c2)n(-c2ccccn2)n1 | 3 | -5 | -4
COc1ccccc1-c1ncc(OCC(F)(F)F)nc1NC(=O)C(C)C | 1 | -2 | -4
COc1ccc(S(=O)(=O)N2CCN(CC(OCc3ccc(C(F)(F)F)cc3)c3ccc(Cl)cc3)CC2)cc1OC (stereo unspecified) | nt | -7 | -7
CC(=O)Nc1ccc2nc(CN3C[C@H](O)[C@@H](N4CCN(C)CC4)C3)ccc2c1 | 5 | 0 | 1
CCn1c(=O)c2c(nc3n(-c4ccc(F)cc4)c(C)cn23)n(C)c1=O | 20 | nt | -13
CCCCCc1ccc(C(=O)Nc2ccc3[nH]cc(CCN4CCN(c5ccc(OC)cc5)CC4)c3c2)cc1 | 12 | -7 | -11

More entries follow.
SMILES | NPYLR7 ag | mcGAS inh | hcGAS lum
CC(C)N(CCSc1ccc(NC(=O)c2ccco2)nn1)C(C)C | 6 | nt | -9
O=C(CCc1cc(F)ccc1F)N1CCCC1c1ccc[nH]1 (stereo unspecified) | 3 | nt | -15
CCCc1cc(=O)n(CC(=O)Nc2ccncc2)cn1 | 16 | nt | -10
COc1ccc(-n2nnc(C(=O)OCc3nc(-c4ccccc4)oc3C)c2C)cc1 | 23 | -9 | -7
Fc1cccc(Cl)c1C(CNCc1cccs1)N1CCCC1 (stereo unspecified) | 0 | nt | -7
CC(N)CCc1cccn1C (stereo unspecified) | 0 | nt | -6
O=S(=O)(Nc1cc(F)ccc1F)c1ccc(Cl)cc1F | 1 | nt | -6
CCN(CC)S(=O)(=O)c1cccc(NC(=O)CSC(C)(C)C)c1 | 1 | nt | -7
COc1ccc(-c2noc(CN3CCC(c4nc5ccccc5o4)CC3)n2)cc1 | 3 | -10 | -9
Cc1ccc(S(=O)(=O)Nc2cc(C(C)C)no2)s1 | 7&3 | -7 | -8&-3
Cc1nn(-c2ccccc2)c(Cl)c1C(=O)OC(C)c1ccn[nH]1 (stereo unspecified) | 1 | nt | 1
CC(C)n1cc(C(=O)NCc2ccccc2)c(=O)c(C(=O)N2CCN(C/C=C/c3ccccc3)CC2)c1 | 2 | -2 | 0
COc1ccc(NC2=NS(=O)(=O)c3ccccc32)cc1 | 2&4 | -9 | -3&0
COc1ccc(OC)c(C=CC(=O)N2CCCC2c2ccc(OC)cc2OC)c1 (stereo unspecified) | 1 | nt | -7
Cc1nc2n(n1)C(=O)C(C(c1ccccc1)N1CCCC(C)C1)S2 (stereo unspecified) | 0 | nt | -1
O=C(c1ccc2c(c1)OCO2)N1CCC2(CC1)OCC(C(=O)N1CCCC1)N2C(=O)c1ccccc1 (stereo unspecified) | 8 | -3 | -4
CCOC(=O)c1c(C)nn(-c2ccc(C(=O)NCCSCc3ccccc3)cc2)c1C | -8 | 0 | -2
COc1cccc(-c2cccc(-c3ccc(NC(=O)c4ccc([N+](=O)[O-])o4)cc3)n2)c1 | 2 | -5 | -2
N#Cc1ccc(Cn2cnc([N+](=O)[O-])c2)cc1 | -4 | -6 | -1
O=S(=O)(/C=C/c1ccccc1)NCCOc1ccc2nnc(-c3cccc(F)c3)n2n1 | -4 | -7 | -4
CCc1c(C)nc(-n2nc(C)cc2C)n(CC(N)=O)c1=O | 2 | -7 | -5
CC(C)c1[nH]n(-c2ccc(Cl)cc2)c(=O)c1C1=C(N2CCN(C)CC2)C(=O)N(c2ccc(F)cc2)C1=O | 3 | -11 | -4
Cc1ccccc1-c1noc(CNCc2cncn2CC(C)C)n1 | 4 | nt | -5
O=C(c1cncc(Br)c1)N1CCN(c2nccc(-c3cccs3)n2)CC1 | 15 | -9 | -8
COc1ccc(CNC(=O)C(C)OC(=O)C23CC4CC(CC(C4)C2)C3)cc1 (stereo unspecified) | 6 | nt | -3

Next part.
SMILES | NPYLR7 ag | mcGAS inh | hcGAS lum
COc1ccc(C)c2sc(=NC(=O)c3ccc(S(C)(=O)=O)cc3)n(C)c12 | 9 | nt | -8
C#C[C@]1(O)CC[C@H]2[C@@H]3CCc4cc(OC)ccc4[C@H]3CC[C@@]21C | -4&-1 | -4 | -3&-10
Cc1noc(-c2cccnc2)c1C(=O)N1CCC(Cc2ccc3c(c2)OCO3)CC1 | 3 | -6 | -2
Cc1ccc(C(=O)/C=C/N2CCN(/C=C/C(=O)c3ccc(C)cc3)CC2)cc1 | -2 | nt | 2
CCCN(CC(=O)Nc1cc(C(C)(C)C)nn1-c1cccc(C)c1C)C(=O)c1ccccc1F | -8 | 0 | 5
O=C(CCN1CCCCO1)NCCc1nc(C(=O)O)cs1 | 2 | -11 | -7
Cc1ccc(-c2nc(SCC(=O)Nc3cc(C)on3)c3c(=O)n(C)c(=O)n(C)c3n2)cc1 | -5 | -9 | -8
O=C(c1csc2nc(-c3cccc(C(F)(F)F)c3)cn12)N1CCCC1c1nccs1 (stereo unspecified) | 4 | -12 | -7
Cc1ccc(NC(=O)c2ccccc2C)c(NC(=O)CCCn2cncn2)c1 | 16 | -18 | -8
Cc1ccc(N2C(=O)CC(C3CCCC=C3N3CCCCC3)C2=O)cc1 (stereo unspecified) | 2 | -6 | -2
CC(C(=O)N1CCCn2nc(C(=O)O)cc2C1)n1cnc2ccccc21 (stereo unspecified) | 30 | -11 | -6
CC1(C(=O)Nc2ccc3[nH]ncc3c2)CCN1C(=O)CC(c1ccccc1)c1ccccc1 (stereo unspecified) | 11 | -5 | -10
Cc1cc(C)c2sc(N(CCCN(C)C)C(=O)CCS(=O)(=O)c3ccccc3)nc2c1 | 0 | 4 | -3
CCCS(=O)(=O)NCC(CCO)c1ccccc1 (stereo unspecified) | -16 | nt | -2
Cn1cccc1C(=O)N1CCN(C(=O)CN)[C@H](C(=O)N[C@H]2CCCNC2=O)C1 | -7 | -8 | -5
Cc1nnc(-c2ccc(C(=O)N(C)C(C)Cc3ccc(O)cc3)cc2)o1 (stereo unspecified) | 0 | -6 | 0
CCCNC(=O)C(NC(=O)c1cccc(C)c1)C1CCN(C(=O)c2cccc(F)c2)CC1 (stereo unspecified) | 7 | -4 | -6
O=S(=O)(Cc1ccc(OC(F)F)cc1)c1ncn[nH]1 | -14 | nt | 1
COCCNC(=O)C(NC(=O)C1CC1)C1CCN(C(=O)c2ccccc2C)CC1 (stereo unspecified) | 10 | -3 | -3
CN(C)S(=O)(=O)Oc1ccc(C(=O)c2ccccc2)cc1 | 3 | nt | -3
COc1cn(C)c(C(=O)Nc2ccccc2C(C)C)cc1=O | -6 | nt | -17
O=C(c1cc(-c2ccccc2F)nc2cc(-c3ccccc3)nn12)N1CCN(c2cccc(C(F)(F)F)c2)CC1 | 13 | -8 | -7
CN(CCNC(=O)c1cc2cccc(Br)c2o1)C1CC1 | -24 | nt | -5
CCCc1nn(-c2ccc(Cl)c(Cl)c2)c(CC)c1C(=O)N1CCN(CC)CC1 | 7 | -6 | -2
CCn1nnc2c(Nc3ccc(Oc4ccccc4)cc3)ncnc21 | 5 | -6 | 2

(next part)
SMILES | NPYLR7 ag | mcGAS inh | hcGAS lum
c1cc(-c2cnc3c(c2)CCN3CC2CCOC2)ccn1 (stereo unspecified) | 27 | nt | -7
Cc1cc(-c2nn3c(-c4cc(C(C)C)[nH]n4)nnc3s2)no1 | -15 | nt | -6
CCN(CC1CCCN(CCc2cccc(OC)c2)C1)C(=O)C[n+]1cc(=O)o[nH]1 (stereo unspecified) | 2 | -2 | -1
COCc1cn([C@H]2CO[C@H]3[C@@H]2OC[C@H]3OC(=O)Nc2ccc(Oc3ccccc3)cc2)nn1 | -3 | -9 | -8
Cc1csc(C(=O)O)c1-c1c(C)csc1C(=O)O | -1 | nt | 5
CNc1cncc(-c2cccc(C(=O)NCCN(C)C)c2)n1 | 2 | nt | -6
CCOC(=O)[C@@H]1[C@H](c2ccccc2)[C@@H](NC2CCN(CCc3ccccc3)CC2)[C@H]2CCCCN21 | 20 | -10 | -4
CCOC(=O)C1(Cc2ccccc2F)CCCN(C(=O)CC(C)C)C1 (stereo unspecified) | 3 | nt | -10
COc1cccc(CNC(=O)C2CCN(C(=O)[C@H](Cc3ccccc3)NC(=O)Nc3ccc4c(c3)CCC4)CC2)c1 | -13 | 1 | -2
COc1ccc(-c2ccc(=O)n(CC(N)=O)n2)cc1 | 6 | nt | -6
CC(Oc1ccccc1)C(=O)Nc1nnc(C(C)C)s1 (stereo unspecified) | 9 | -3 | -8
CCC(C)N(Cc1ccc(OS(=O)(=O)CC)cc1)C(=O)c1ccc(Cl)cc1 (stereo unspecified) | -5 | 2 | 1
O=C(CSc1nc2[nH]ncc2c(=O)[nH]1)NC1CCCC1 | -2 | nt | -3
CCCN(Cc1ccccc1F)C(=O)c1ccc[nH]1 | 2 | -6 | -2
Cc1ccc(CNC(=O)C(C)N2CCN(CC(=O)Nc3cccc(F)c3)CC2)cc1 (stereo unspecified) | 5 | -5 | -7
O=C(NC1CCCCCC1)C1(Cc2nc3ccccc3[nH]2)CCCC1 | 6 | nt | -4
CCc1nc(-c2cccc(-n3ccnc3-c3ccc(OC)c(O)c3)c2)n[nH]1 | 15 | nt | -2

Rewritten with values under each structure: entries from further up.
Order of results – NPYLR7 ag | mcGAS inh | hcGAS lum
Cc1nnc(-c2ccc(C(=O)N(C)C(C)Cc3ccc(O)cc3)cc2)o1 (stereo unspecified)
    0 | -6 | 0
CCCNC(=O)C(NC(=O)c1cccc(C)c1)C1CCN(C(=O)c2cccc(F)c2)CC1 (stereo unspecified)
    7 | -4 | -6
O=S(=O)(Cc1ccc(OC(F)F)cc1)c1ncn[nH]1
    -14 | nt | 1
COCCNC(=O)C(NC(=O)C1CC1)C1CCN(C(=O)c2ccccc2C)CC1 (stereo unspecified)
    10 | -3 | -3
CN(C)S(=O)(=O)Oc1ccc(C(=O)c2ccccc2)cc1
    3 | nt | -3

Screening data: PubChem BioAssay, Fisher Drug Discovery Resource Center
